Compound activity deposited in PubChem by National Center for Advancing Translational Sciences (NCATS).
ERK EGF block: blocks ERK signaling stimulated by EGF; 0.41% of 130,000 active; HEK293-V1b, EGF-stimulated phospho-ERK AlphaScreen; AID 1454; Potency, µM (highest dose often 11.5 µM), for the others: at the top dose activity change, negative = inhibition, hits mostly inhibitors; active = well fitted inhibition curve with a large enough effect; inconclusive = small, poorly fitted or top-dose-only effect, or effect the other way;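 note: plate controls were stimulated vehicle wells for no effect and unstimulated vehicle basal for full effect; nearly all actives have a fitted effect of over 55% in size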
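Compounds are titrated over HEK293-V1b cells kept overnight in 1% FBS. After 30 min at 37C, EGF (25 nM final) triggers ERK phosphorylation for 5 min, measured by AlphaScreen in lysates.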
Starred values were filed as active, the others as inactive; ? = inconclusive; [ ] = remark or other dose. Potency is the fitted concentration of half-maximal effect.

SMILES	ERK EGF block
COC(=O)[C@@]1(Cc2ccccc2)[C@H]2c3cc(C(=O)N4CCCC4)n(Cc4ccc(O)c(OC)c4)c3C[C@H]2CN1C(=O)c1ccccc1	2%
Cc1ccc(-c2cc(C(=O)NCC3CCCO3)c3ccccc3n2)cc1C (configuration not stated)	1%
CC(C)(CN1CCN(Cc2ccccc2)CC1)NS(=O)(=O)c1ccccc1	-8%[57.5 µM]
CCN(CC)S(=O)(=O)c1cccc(C(=O)N/N=C2\CC(=O)CC(C)(C)C2)c1	1%[57.5 µM]
CN(C1CC(C)(C)N(O)C(C)(C)C1)S(=O)(=O)CC12CCC(CC1=O)C2(C)C (configuration not stated)	0%
COc1ccc(/C=N/NC(=O)CSc2ccccn2)cc1OC	4%[57.5 µM]
Cc1ccc(C(=O)N/C(=C/c2cccs2)C(=O)NCC2CCCO2)cc1 (configuration not stated)	2%
COc1ccc(CC(=O)Nc2cc(Cl)ccc2C(=O)O)cc1	5%
CCCCCCn1c(=O)c(C(=O)N/N=C/c2cccc(F)c2)c(O)c2ccccc21	5%
O=Cc1ccc(-c2ccc([N+](=O)[O-])cc2Cl)o1	-4%
Cc1cccc(NC(=O)C2CCCN2C(=O)Oc2ccccc2)c1C (configuration not stated)	2%
O=C(NCc1ccccc1)C1CCN(S(=O)(=O)c2ccc(Cl)cc2)CC1	9%
CCOc1ccc(-n2c(SCC(N)=O)nnc2-c2cccnc2)cc1	2%[57.5 µM]
CCCCNC(=O)/C=C/c1cccs1	1%
O=C1CS/C(=N/N=C2CCCC2)N1	-7%
O=C(/C=C/c1ccccc1)c1ccc(O)cc1O	-16%
CC(SC(=S)N(C)Cc1cccs1)C(=O)O (configuration not stated)	-1%
O=C(c1ccc(Sc2cccc(Cl)c2)c([N+](=O)[O-])c1)N1CCN(c2ccccn2)CC1	-11%
Cc1ccc(CN2CCNC(=O)C2CC(=O)N(C)C2CCCCC2)o1 (configuration not stated)	7%
Nc1nc(SCC(=O)Nc2ccc(Cl)c(S(=O)(=O)N3CCOCC3)c2)n[nH]1	-13%[57.5 µM]
COC(=O)c1cnc(Oc2c(Cl)cc(N)cc2Cl)cc1C(F)(F)F	3%[57.5 µM]
Cc1cc2nc[nH]c2cc1[N+](=O)[O-]	-3%
COc1ccc(OC)c(-c2csc(NC(=O)C3=NNC(=O)CC3)n2)c1	-4%
O=C1N/C(=N/S(=O)(=O)c2ccccc2)S/C1=C/c1cccnc1	8%
Cc1ccc(NC(=O)CCn2ccc([N+](=O)[O-])n2)nc1	4%
C/C(=N\NC(=S)Nc1cccc(C)c1)c1ccco1	-4%
COc1cc(C(=O)Nc2cc(C(F)(F)F)ccc2-n2cncn2)cc(OC)c1OC	8%
CCCCCCCCCCCCCCCCCCOC[C@H](COP(=O)([O-])OCC[N+](C)(C)C)OC(C)=O	-14%
CCCNC(=O)Nc1nc(CC(=O)OCC)cs1	5%
O=C(NC1CC1)C1=C[C@@H](c2coc3ccccc3c2=O)C[C@@H](OCc2ccc(CO)cc2)O1	-10%[57.5 µM]
O=c1cc(-c2cccc(O)c2)oc2cc(O)ccc12	-7%
CCC(=O)Nc1ccc(C(=O)Nc2ccc(Br)cc2F)cc1	0%
Cc1ccc(SC(C)C(=O)NCc2ccc(F)cc2)cc1 (configuration not stated)	-7%
Cc1ccc(SCC(=O)Nc2ccc(C(=O)Nc3ccc(O)cc3)cc2)cc1	-4%
CCn1cc(CN2CCc3c([nH]c4ccccc34)C2c2cccc(OC)c2)c(C)n1 (configuration not stated)	?
COc1cccc(NC(=O)CN(C)C(C)C(=O)Nc2ccc(C#N)cc2)c1 (configuration not stated)	2%
CCNS(=O)(=O)c1ccc(CCC(=O)NCCC2=CCCCC2)cc1	-9%
Cc1cc([N+](=O)[O-])nn1CC(=O)Nc1ccc(F)cc1	0%
CS(=O)(=O)C1=NSC2=NC(=O)/C(=C\c3cccn3-c3ccccc3Cl)C(=N)N21	0%
COc1ccc(NC(=O)CN2CCc3ccccc3C2)cc1OC	-9%
Cc1cccc(S(=O)(=O)NNC(=O)Cc2cccn2C)c1	2%
Cc1ccc(C(=O)N2CCN(C(=O)c3ccco3)CC2)cc1NC(=O)c1ccco1	-5%
O=C1CCC/C1=C/Nc1ccc(Cl)cc1	-3%
Cc1cc(NC(=O)c2ccc(S(=O)(=O)N3CCCC3)cc2)nc2c1c(=O)oc1ccccc12	-10%
CCOC(=O)C1(CCCc2ccccc2)CCN(CCCn2cccn2)CC1	-48%
Cc1ccc(CSCC(=O)NCc2cccs2)cc1	-1%
Cc1ccc(NCc2nnc(SCC#N)o2)c(C)c1	2%
COc1cc(NC(=O)CSc2nc3c(C)ccc(C)c3cc2C)c(C(=O)O)cc1OC	-4%
CC(=O)c1sc(-c2ccc(F)cc2F)nc1C	5%[57.5 µM]
CCOc1cc(/C=C2/C(=O)ON=C2C)ccc1OCc1ccccc1	?
O=C(NCCc1ccc(F)cc1)c1ccc([N+](=O)[O-])cc1	3%
O=C(CC1S/C(=N/N=C/C=C/c2ccccc2)NC1=O)Nc1ccc(Cl)c(Cl)c1 (configuration not stated)	17%
Cc1nc(SCC(=O)O)c(C#N)c(-c2ccco2)c1C(=O)N(C)C	-2%[57.5 µM]
CNC(=S)N(Cc1cccs1)Cc1cc2cc(OC)ccc2[nH]c1=O	3%
COc1ccc(C(=O)NCC(=O)OCC(=O)N2N=C(c3ccc(Cl)cc3)CC2c2ccco2)cc1OC (configuration not stated)	-2%
CCN(c1cccc(C)c1)S(=O)(=O)c1ccc(OC)c([N+](=O)[O-])c1	1%
C/C(=N\NC(=O)c1ccccc1-n1cccc1)C1CC1	11%
CCOC(=O)c1c(CC(C)C)csc1/N=C/C1C(=O)CC(C)(C)CC1=O	5%
N#C/C(=C\c1ccc2c(c1)OCCO2)C(=O)NC1CCCCC1	18%
COc1ccc(OC)c(S(=O)(=O)Nc2ccc3c(c2)C(=O)OC3)c1	7%[57.5 µM]

Some of the entries so far, in markdown:
| SMILES | ERK EGF block |
| --- | --- |
| CCN(c1cccc(C)c1)S(=O)(=O)c1ccc(OC)c([N+](=O)[O-])c1 | 1% |
| C/C(=N\NC(=O)c1ccccc1-n1cccc1)C1CC1 | 11% |

Other compounds follow:
SMILES	ERK EGF block
CCOC(=O)CN1NC2(CCCCCC2)NC1=S	0%[57.5 µM]
CC(C)(C)OC(=O)NCCCC1=CC2=CC(=O)C(C)(OC(=O)c3ccco3)C(=O)C2=CO1 (configuration not stated)	-6%
Cc1ccc(S(=O)(=O)NCCC(C)C)cc1[N+](=O)[O-]	7%
CC(C)NC(=S)NC(=O)/C=C/c1cccc2ccccc12	9%
O=C(CN1C(=O)NC2(CCSC2)C1=O)NCc1ccccc1 (configuration not stated)	-6%
CCCc1ccccc1OCCNC(=O)c1cc(=O)n(C)c(=O)n1C	3%
OCCNC(=S)Nc1ccc(Oc2ccccc2)cc1	-6%
COc1cccc(C(=O)Nc2ccc(Oc3cccc(C(F)(F)F)c3)nc2)c1	?
O=C(NCC1CCCO1)/C(=C/c1cn(-c2ccccc2)nc1-c1cccnc1)NC(=O)c1ccccc1 (configuration not stated)	-14%
Nc1nc(NCCCN2CCOCC2)nc(Nc2cccc(Cl)c2)c1[N+](=O)[O-]	10%[57.5 µM]
CNC(=O)COC(=O)/C=C/c1cn(-c2ccccc2)nc1-c1ccc(C)o1	-3%[57.5 µM]
CCCc1cc(=O)[nH]c(N/N=C/C=C\c2ccccc2)n1	-3%
COC(=O)CSc1nc2cc3c(cc2cc1C)OCO3	-3%
NC(=O)Nn1c(CCC(=O)O)ccc1-c1ccc(Cl)cc1	-10%[57.5 µM]
Cn1cccc1/C=N/NC(=O)c1ccc[n+]([O-])c1	-5%
COCC(=O)N1CCC2(CCN(Cc3ccccc3)CC2)CC1	-4%
CCOC(=O)C1=C(N)Oc2cc(O)ccc2C1c1ccc([N+](=O)[O-])cc1 (configuration not stated)	18µM*
CC(OC(=O)CCc1nc2ccccc2c(=O)[nH]1)C(=O)NCc1ccc2c(c1)OCO2 (configuration not stated)	?
COC(=O)N/N=C/c1sc(N2CCCCC2)nc1-c1cccs1	-8%
O=C(CCNc1ccc(Cc2ccncc2)cc1)c1ccc([N+](=O)[O-])cc1	?
Cc1nc2ccccc2c(=O)n1NC(=O)c1c(O)c2c(n(CC(C)C)c1=O)CCCC2	-1%
COc1ccc2c(c1OC)C(=O)N1c3ccccc3C(=O)OC21 (configuration not stated)	-12%
Nc1nnc(SCC(=O)OCc2ccc(F)cc2)s1	1%
CCOc1cc(/C=N/NC(=O)c2cccnc2)ccc1OCc1ccc(C(=O)OC)o1	-20%
CC(NC(=O)C(=O)NCCCn1ccnc1)c1ccccc1 (configuration not stated)	18%
CCc1cc(SC#N)ccc1N	-10%
O=C(NCc1cccnc1)c1cc2nc(-c3cccs3)cc(C(F)(F)Cl)n2n1	2%
CCOC(=O)c1ccc(NC(=S)N(CCCN2CCCC2)Cc2ccco2)cc1	-4%
CC1(C)CC(=O)C2=C(C1)Nc1ccccc1[S@]2=O	-27%[57.5 µM]
COc1ccc2oc(=Nc3cccc(F)c3)c(C(N)=O)cc2c1	10%
CC(c1nc2ccccc2c(=O)[nH]1)N(C)c1ccc2ccccc2c1 (configuration not stated)	-1%
COc1ccc(CN(C(=O)c2ccco2)c2ccccc2)cc1	11%
COc1cc(/C=N/n2c(-c3cc(C)[nH]n3)n[nH]c2=S)cc(OC)c1OC	-7%[57.5 µM]
CC/C(Cc1ccccc1)=N/NC(=O)c1cccc(Br)c1	7%
O=C(c1ccco1)N1CCC2(CCCN(c3ccccc3)C2)CC1	12%
O=C(Nc1ccc(Cc2ccncc2)cc1)c1cccs1	6%
Cc1cccnc1NC(=O)c1cc2c(=O)oc3ccccc3c2s1	-9%
COc1ccc(NC(=S)NC(NC(=O)c2cccc(Cl)c2)C(Cl)(Cl)Cl)c([N+](=O)[O-])c1 (configuration not stated)	1%
COc1ccc(C2N(c3ccc(OC)cc3)C(=S)N3CCCN23)cc1 (configuration not stated)	7%
CCCCOc1ccc(-c2ncc(N)cn2)cc1	10%[57.5 µM]

The final 6 records of the section above open the next one:
SMILES	ERK EGF block
O=C(c1ccco1)N1CCC2(CCCN(c3ccccc3)C2)CC1	12%
O=C(Nc1ccc(Cc2ccncc2)cc1)c1cccs1	6%
Cc1cccnc1NC(=O)c1cc2c(=O)oc3ccccc3c2s1	-9%
COc1ccc(NC(=S)NC(NC(=O)c2cccc(Cl)c2)C(Cl)(Cl)Cl)c([N+](=O)[O-])c1 (configuration not stated)	1%
COc1ccc(C2N(c3ccc(OC)cc3)C(=S)N3CCCN23)cc1 (configuration not stated)	7%
CCCCOc1ccc(-c2ncc(N)cn2)cc1	10%[57.5 µM]
CN(C)c1ccc(S(=O)(=O)N2CCCCC2)cc1NC(=O)COc1ccccc1F	10%[57.5 µM]
O=C(COC(=O)C1CC1)Nc1ccccc1Sc1ccccc1	-4%
C=CCNC(=O)/C(C#N)=C/c1cn(-c2ccccc2)nc1-c1ccc(OC)c([N+](=O)[O-])c1	0%
Cc1cccc(CSc2nnc(-c3ccco3)o2)c1	-13%
CC(=O)NCCn1c(SCC(=O)NCCc2ccc(S(N)(=O)=O)cc2)nc2ccccc2c1=O	-7%
O=C(N/C(=C\c1ccc(F)cc1)C(=O)N1CCCCCC1)c1ccccc1	0%[57.5 µM]
Cc1cc[n+](-c2[nH]c(=O)sc2/C=N/N=C(\[O-])c2ccccc2)cc1C	2%
CCC(C)NC(=O)c1ccc([N+](=O)[O-])c(Cl)c1 (configuration not stated)	-7%
CC(=O)c1cc(C#N)c(NCc2ccccc2)nc1C	0%
Cc1cccc(NC(=S)NCC23C=CC(O2)C2C(=O)N(c4ccc(Cl)cc4)C(=O)C23)c1 (configuration not stated)	10%
O=C(NNC(=S)NC1CC2CCC1C2)c1ccc(Cl)cc1 (configuration not stated)	6%[57.5 µM]
COc1ccc(OCCCn2c(=O)oc3ccccc32)cc1	4%
CC(C)CC1(C)NC(=O)N(CC(=O)Nc2cccc(S(=O)(=O)N(C)c3ccccc3)c2)C1=O (configuration not stated)	-3%
CN(C)C(CN=C1NS(=O)(=O)c2ccccc21)c1ccco1 (configuration not stated)	-3%
CC1CCCCC1NC(=O)CSc1nncn1N (configuration not stated)	-10%
Cc1cc(C)c(NC(=O)CS)c(Cl)c1	-6%
O=C1CN(C(=O)COc2ccc(Br)cc2Br)c2ccccc2N1	?
COc1ccc(C)cc1NC(=O)CSc1ccc(Cl)cc1	-6%
O=C(CCNC(=O)c1ccccc1)Nc1ccc(F)c(Cl)c1	-13%
COc1ccc(-c2[nH]ncc2CN(C)Cc2cnccn2)c(OC)c1	1%
CCc1ccccc1NC(=O)CN(c1ccc(OC)cc1OC)S(=O)(=O)c1ccccc1[N+](=O)[O-]	4%
Cc1ccccc1N=Cc1c(O)n(-c2nccs2)c(=O)c2ccccc12	5%
CCN1CCN(c2ccc(S(=O)(=O)N(CC)CC)cc2[N+](=O)[O-])CC1	0%

Ordered by the number under ERK EGF block (ascending): some entries from above
SMILES	ERK EGF block
COc1ccc(C)cc1NC(=O)CSc1ccc(Cl)cc1	-6%
C=CCNC(=O)/C(C#N)=C/c1cn(-c2ccccc2)nc1-c1ccc(OC)c([N+](=O)[O-])c1	0%
CCc1ccccc1NC(=O)CN(c1ccc(OC)cc1OC)S(=O)(=O)c1ccccc1[N+](=O)[O-]	4%

Arranged by number of heavy atoms (rising): some entries from above.
SMILES	ERK EGF block
Cc1cccc(CSc2nnc(-c3ccco3)o2)c1	-13%
CC(C)CC1(C)NC(=O)N(CC(=O)Nc2cccc(S(=O)(=O)N(C)c3ccccc3)c2)C1=O (configuration not stated)	-3%
CCc1ccccc1NC(=O)CN(c1ccc(OC)cc1OC)S(=O)(=O)c1ccccc1[N+](=O)[O-]	4%

The list is partial; count on the stated rates, not on these rows.
